# From PubChem BioAssay
# FBW7 activator: FBW7 E3 ligase activators, primary screen, biochemical, AlphaScreen, human. AID 1259310, 2017. normalized activity (activation), % at 26.1 µM. 650,000 tested, 0.13% active. F-box/WD repeat-containing protein 7 (Homo sapiens), Q969H0. AlphaScreen FBW7–phospho-cyclin E peptide binding, activator screen; in the data active = normalized activity above about 1.9%;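 also: purified mutant Fbw7 with reduced substrate affinity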
# TEAD-YAP inh: TEAD-YAP interaction inhibition, primary screen, TEAD-YAP interaction inhibitor project, luminescence, HEK-TIYL cells; inhibition, % at 9.12 µM; TEAD-Gal4/YAP UAS-luciferase luminescence; 640,000 tested, 1.4% active; AID 1259422, 2018; in the data active = inhibition above about 32%;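 also: 0% = median of test compound wells and 100% = reference inhibitor wells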
# MITF primary: MITF inhibitors, primary screen, biochemical, AlphaScreen, human; Microphthalmia-associated transcription factor (Homo sapiens), O75030; AlphaScreen MITF homodimerization, bead proximity signal; inhibition, % at 2.6 µM; 650,000 tested, 0.91% active; AID 1259374, 2018; in the data active = inhibition above about 50%;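 also: 0% = vehicle wells with protein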
# Target sequence (O75030 whole entry, looked up): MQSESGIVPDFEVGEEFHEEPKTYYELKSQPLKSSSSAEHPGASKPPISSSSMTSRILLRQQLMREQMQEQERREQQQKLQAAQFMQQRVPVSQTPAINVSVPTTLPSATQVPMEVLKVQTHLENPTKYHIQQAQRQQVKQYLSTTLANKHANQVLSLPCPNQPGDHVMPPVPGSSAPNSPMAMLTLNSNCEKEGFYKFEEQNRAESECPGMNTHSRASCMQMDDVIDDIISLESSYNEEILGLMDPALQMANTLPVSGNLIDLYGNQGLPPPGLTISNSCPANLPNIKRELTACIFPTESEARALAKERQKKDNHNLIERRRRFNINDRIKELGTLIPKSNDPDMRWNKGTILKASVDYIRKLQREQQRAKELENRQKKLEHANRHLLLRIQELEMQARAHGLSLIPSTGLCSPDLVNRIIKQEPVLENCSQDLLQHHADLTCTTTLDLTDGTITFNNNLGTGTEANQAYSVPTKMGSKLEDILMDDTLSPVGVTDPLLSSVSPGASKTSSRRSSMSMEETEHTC
# GPR151 ag: activators of human GPR151, primary screen, cell-based, PathHunter beta-arrestin, luminescence; PathHunter beta-arrestin GPR151 cells; 650,000 tested, 1% active; activation, % at 11.2 µM; in the data active = activation above about 4.9%;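 also: 0% = median of compound wells and 100% = cells with positive control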
# Target sequence (Q8TDV0 whole entry, looked up): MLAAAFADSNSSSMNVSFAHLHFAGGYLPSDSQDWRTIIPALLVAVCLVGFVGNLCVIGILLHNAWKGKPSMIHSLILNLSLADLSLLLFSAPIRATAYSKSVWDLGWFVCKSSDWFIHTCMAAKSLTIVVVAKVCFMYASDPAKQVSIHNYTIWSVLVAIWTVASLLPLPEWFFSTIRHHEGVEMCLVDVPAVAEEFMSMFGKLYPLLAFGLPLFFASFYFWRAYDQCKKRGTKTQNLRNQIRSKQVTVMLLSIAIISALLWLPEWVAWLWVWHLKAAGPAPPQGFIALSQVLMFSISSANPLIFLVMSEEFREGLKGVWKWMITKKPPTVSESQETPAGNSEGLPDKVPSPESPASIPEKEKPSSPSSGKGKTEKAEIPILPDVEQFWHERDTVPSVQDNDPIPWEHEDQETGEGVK
# Numbers without * were called inactive; . = no result given; & = joins results of further samples. The order is random; overall some 3.4% were active at least once.
Molecule,FBW7 activator,TEAD-YAP inh,MITF primary,GPR151 ag
COc1ccc(CCNC(=O)c2cc([N+](=O)[O-])cc([N+](=O)[O-])c2)cc1,0.0,8.6,8.3,0.0
O=C(Nc1c2c(nn1-c1ccc(Cl)cc1)CSC2)c1ccc2c(c1)OCO2,0.0,-7.4,-0.7,-1.2
CN1CCCCC/C1=N/c1nc(-c2ccccc2)cs1,-0.2,-12.2,4.4,0.7
CCOC(=O)C1=C(C)N=c2s/c(=C\c3ccc(OCC)cc3OCC)c(=O)n2C1c1ccccc1OC(C)C (centres undefined),0.1,-0.7,3.6,-0.1
O=[N+]([O-])c1ccc(N/N=C/c2ccc(O)c(Br)c2)cc1,0.2,2.9,1.8,1.2
O=C(Cc1ccc(Cl)cc1)Nc1ccc([N+](=O)[O-])cc1O,0.1,1.5,15.7,0.7
CCOc1ccc(C(=O)C(C)Sc2nc(C)cc(=O)[nH]2)cc1 (centres undefined),-0.1,-7.2,-1.6,5.1*
CCOc1ccc(NC(=O)c2cc(S(=O)(=O)N3CCc4ccccc43)ccc2F)cc1,0.2,10.5,18.4,-2.3
CCC(C)(C)c1ccc(OCCOCCn2cncn2)c(Cl)c1,-0.1,7.7,66.6*,2.3
Cn1cc(C(=O)N2CCN(C(c3ccccc3)c3ccccc3)CC2)nn1,0.1,0.4,8.3,0.4
CN(C)CCCN1C(=O)C(=O)/C(=C(\O)c2ccc(Br)cc2)C1c1cccnc1 (centres undefined),0.1,-10.0,2.8,0.1
CN(Cc1ccc(-c2nccnc2NS(=O)(=O)C2CC2)cc1)c1ccccc1,0.4,10.0,9.2,0.0
CC1(C)CC(=O)C2=C(C1)N(c1ccc([N+](=O)[O-])cc1)C(N)=C(C#N)C2c1ccsc1 (centres undefined),-0.2,-6.7,2.6,-0.3
C#CCN1C(=O)C(O)(C(C)C(=O)c2ccccc2)c2ccccc21 (centres undefined),-0.1,-8.9,-7.7,-1.2
COc1ccc(OCC(=O)N2CCC(C3(CCC(C)C)NC(=O)NC3=O)CC2)cc1 (centres undefined),-0.1,9.2,5.7,-0.5
O=C(Nc1c2c(nn1-c1cccc(Cl)c1)CSC2)c1cccc([N+](=O)[O-])c1,0.1,-3.0,-10.5,-0.4
CCc1ccc2nc(NCCNC(=S)NCCCOC)c(C#N)cc2c1,0.1,-7.6,-7.4,0.0
CSCCC(NC(=O)OC(C)(C)C)C(=O)NC(Cc1ccc(O)cc1)C(=O)NN (centres undefined),0.4,1.1,-0.6,-1.7
c1cc(-c2nc(C3CCCCC3)no2)ccn1,0.0,-24.0,-7.0,-0.7
O=C(N/N=C/c1ccccn1)c1cc([N+](=O)[O-])cc([N+](=O)[O-])c1,-0.9,2.9,32.3,-2.3

# The results go on.
Molecule,FBW7 activator,TEAD-YAP inh,MITF primary,GPR151 ag
COC(=O)c1ccc(CC2(Cc3ccc(C(=O)OC)o3)C(=O)N(C)C(=O)N(C)C2=O)o1,0.2,-7.0,14.2,0.1
Cc1ccc(-n2nc(C)c3c(C)c(CCC(=O)N4CCOCC4)c(C)nc32)cc1C,-0.1,-4.9,2.4,-1.2
COC(=O)COc1nc2c(c(=O)n(C)c(=O)n2C)n1C,-0.2,-23.8,0.9,1.9
CCOc1ccc(-c2n[nH]c(=S)n2C)cc1,0.0,-6.3,1.6,-0.3
O=C(CNC(c1ccccc1)c1ccccc1)NNC(=O)c1ccccc1Br,0.0,0.8,62.8*,0.2
COc1cc(C(=O)N2CCN(c3ccccc3F)CC2)cc(OC)c1OC,0.0,9.3,0.1,-1.6
COc1ccccc1/C=C/C(=O)OCCN(C)Cc1ccccc1,-0.1,7.0,0.7,2.4
O=C1NC(C(Cl)(Cl)Cl)Oc2ccccc21 (centres undefined),0.1,-5.2,10.0,-0.5
CCN(CC)CCCNC(=O)c1cc2nc(-c3ccc([N+](=O)[O-])cc3)cc(C(F)(F)F)n2n1,0.3,2.5,-8.0,-1.0
COc1cc(=O)n2c(c1C(=O)NCCCn1cccn1)CCN(CCC(C)C)CC2,-0.1,11.6,13.1,-0.6
NC(=O)c1ccccc1Oc1ccc(C(F)(F)F)cc1[N+](=O)[O-],-0.1,-7.3,-9.6,1.4
COc1ccc(C(=O)NC2(C(F)(F)F)NC(=O)N(Cc3ccco3)C2=O)cc1 (centres undefined),-0.1,-2.8,-7.1,0.1
O=C(NCC1CCCO1)c1nn2c(C(F)(F)F)cc(-c3cc(Br)cs3)nc2c1Br (centres undefined),0.0,6.5,6.4,-0.6
CC(C)c1ccc(N2CCN(CC3CC3)C2=O)cc1,0.0,-4.4,-1.8,-1.8
CC1=C(C(=O)OC(C)(C)C)C(c2ccc(Cl)cc2)C(C#N)=C(SCc2ccc(Cl)cc2)N1 (centres undefined),0.7,2.6,9.7,-0.5
Cc1ccccc1C(=O)Nc1ccnn1C1CCN(C(C)CC2(C)CC2)CC1 (centres undefined),-0.1,0.6,2.1,-1.7
CCC(Oc1ccccc1)c1nc(-c2ccccc2)no1 (centres undefined),-0.1,1.4,10.1,0.5
Cc1ccc(NC(=O)NCC(c2cccnc2)N2CCOCC2)cc1 (centres undefined),-0.1,-1.8,2.1,-0.5
O=C(CSc1n[nH]c(-c2cc(Br)ccc2O)n1)NCCc1ccccc1,0.0,7.0,-21.6,-1.2
COc1ccc(CN(c2ccccc2)S(=O)(=O)N(C)C)cc1[N+](=O)[O-],-0.1,-3.0,2.6,-0.9

# Further compounds follow:
Molecule,FBW7 activator,TEAD-YAP inh,MITF primary,GPR151 ag
CCN(CC)C(=O)c1ccc2nc(NC(=O)c3ccc(OC(C)=O)cc3)sc2c1,2.0*,77.9*,10.5,-8.2
Cc1ccc(-c2cc(C(F)(F)F)n3ncc(C(=O)Nc4cccc(O)c4)c3n2)cc1,-0.1,-0.9,8.9,0.8
CN1CCCCC1C(=O)N1Cc2ccccc2OC(c2ccccc2)C1 (centres undefined),-0.4,-11.8,-4.7,1.2
Cc1ccc(-c2csc3ncn(CC#N)c(=O)c23)cc1,0.0,3.5,9.8,0.0
COC(=O)c1cccc(CN2C(=O)C(C)Oc3ccc(C)cc32)c1 (centres undefined),0.0,5.3,5.8,0.7
CC(C(=O)C12CC3CC(CC(C3)C1)C2)N1CCCC1 (centres undefined),0.0,1.7,7.7,-0.5
CC(=O)Nc1ccc(C(=O)Nc2ccc([N+](=O)[O-])cc2)cc1,0.5,-14.6,14.3,0.1
CCCc1oc2ccc(NS(=O)(=O)c3ccc(C)cc3)cc2c1C(=O)OCC,0.1,57.1*,17.4,0.3
CCOC(=O)CN1CSC2=C(C#N)C(c3ccc(Cl)cc3)CC(=O)N2C1 (centres undefined),-0.1,3.9,0.8,-1.4
CN1CCC(N2C[C@@H]3C[C@@H](c4cccc(C(F)(F)F)c4)N4CCC[C@@]34C2=O)CC1,0.0,-0.9,-7.3,0.3
CC(C)(C)c1ccc(C(=O)NCc2cccc3ccccc23)cc1,-0.2,-1.2,3.3,-0.6
COc1ccccc1C1=N/C(=C\c2cccc(Br)c2)C(=O)O1,0.0,-2.6,14.4,0.2
CCOc1ccc2nc(NCCNC(=O)Nc3ccc(F)cc3)c(C#N)cc2c1,0.1,-6.1,-8.2,0.1
Cc1cccc(NC(=O)C2CCN(C(=O)Cc3ccccc3)CC2)c1C,-0.1,6.6,-4.2,2.2
COc1ccc(CCNc2nc(NC3CCC(O)CC3)ncc2C)cc1 (centres undefined),-0.3,4.9,-4.6,-1.0
O=C(Nc1ccc(Cl)cc1Cl)c1cc(S(=O)(=O)NCc2ccc(F)cc2)ccc1F,0.2,-11.6,0.4,-1.4
CCC1(c2ccccc2)NC(=O)N(CC(=O)Nc2sc3c(c2C(N)=O)CCCC3)C1=O (centres undefined),0.1,-2.1,-6.5,1.0
CN1CCc2cc(CNC(=O)CC3C(=O)NCCN3Cc3ccccc3F)ccc21 (centres undefined),0.0,13.2,-10.3,-1.0
N#Cc1ccccc1NC(=O)CN1CCCCC1,0.9,-0.5,10.2,-0.5
Cc1ccc(NC(=O)N(CCN(C)C)C(C)c2ccncc2)cc1C (centres undefined),0.5,-4.7,7.5,-0.4

# An excerpt of these results, with two lines to a compound.
# Values run as follows: FBW7 activator, TEAD-YAP inh, MITF primary, GPR151 ag
CN1CCCCC1C(=O)N1Cc2ccccc2OC(c2ccccc2)C1 (centres undefined)
→ -0.4, -11.8, -4.7, 1.2
Cc1ccc(-c2csc3ncn(CC#N)c(=O)c23)cc1
→ 0.0, 3.5, 9.8, 0.0

# (further entries)
Molecule,FBW7 activator,TEAD-YAP inh,MITF primary,GPR151 ag
COc1ccc(C)cc1NC(=O)c1cc(S(=O)(=O)NC2CCCCC2C)ccc1F (centres undefined),-0.1,7.1,5.2,0.0
C[C@@H]1CC[C@H]2C(=O)N3[C@@H](CC[C@@H](C)[C@@H]3c3ccc(-c4ccco4)cc3)C(=O)N2[C@H]1c1ccc(-c2ccco2)cc1,-0.1&-0.1,.,14.5&-8.3,0.2&-2.0
Cc1ccccc1NC(=O)c1ccc(F)c(S(=O)(=O)N2CCN(c3ccc(F)cc3)CC2)c1,0.0,5.4,6.9,-0.4
COC(=O)c1c(NC(=O)c2ccc(S(=O)(=O)N3CCC(C)CC3)cc2)sc2c1CCN(C(C)C)C2,0.1,-0.8,-15.2,-0.3
CCC(NC(=O)c1cc(COc2cccc3cnccc23)on1)c1ccncc1 (centres undefined),0.1,31.1,16.7,-1.2
O=C(COC(=O)c1ccc(S(=O)(=O)N2CCCCCC2)cc1)c1ccc(F)cc1,0.1,4.2,9.3,1.5
O=C(Nc1cccc(C(F)(F)F)c1)NC1CC(=O)N(Cc2ccccc2)C1 (centres undefined),0.0,0.1,9.9,-0.1
CC1CCCC(C)N1C(=O)CSc1nnc2c(n1)[nH]c1ccccc12 (centres undefined),-0.1,-0.8,3.8,0.1
COC(=O)c1cc(COC(=O)c2ccc(OC)c(S(=O)(=O)N3CCCC3)c2)oc1C,0.0,1.0,10.3,0.6
Cc1csc(SCC(=O)NNC(=O)c2cccs2)n1,-0.2,2.5,-4.2,2.0
O=C(OC(C(=O)NCC1CCCO1)c1cccnc1)C1=Cc2ccccc2OC1 (centres undefined),-0.1,13.2,8.4,-0.2
CCCC(NC(C)=O)C(=O)NC(=O)NC(c1ccccc1)c1ccccc1 (centres undefined),0.0,3.8,5.8,-0.4
O=[N+]([O-])c1ccc(C2C=C(c3ccc(F)cc3)Nc3nnnn32)cc1 (centres undefined),-0.2,-4.4,-208.4,0.5
CC(C)(C)SCCNS(=O)(=O)c1ccc2c(c1)OCCO2,-0.1,12.9,-7.0,0.0
Cc1cccc(-c2cc3nc(C)cc(NCCCN(C)C)n3n2)c1,0.1,1.4,-16.6,1.0
O=C(CCS(=O)(=O)C(Cl)Cl)Cc1ccccc1,-0.1,1.3,-4.4,-0.1
CCOc1ccccc1-n1c(=S)sc2c(=O)n(-c3ccccc3C)c(SCC(=O)O)nc21,0.0,2.2,-21.6,-1.7
Cc1cc(SCC(=O)Nc2ccc(C)c(Cl)c2)nc(=O)[nH]1,1.0,6.5,12.9,1.3
COc1ccc(-c2cc(C(=O)Nc3ccc(F)cc3F)no2)cc1OC,0.0,11.6,-55.4,-0.5
N#C/C(=C\c1cn(-c2ccccc2)nc1-c1ccc(F)cc1)C(N)=O,0.1,-1.1,-3.6,-0.5

# New compounds follow.
Molecule,FBW7 activator,TEAD-YAP inh,MITF primary,GPR151 ag
Cc1nc(N2CCN(S(=O)(=O)c3ccc(F)cc3)CC2)c2c(C)c(C)sc2n1,-0.1,3.2,-3.4,-0.5
CC(C)(C)n1nc2c(c1NC(=O)c1ccc(F)cc1)CS(=O)C2 (centres undefined),0.7,3.0,-7.1,-0.5
Cc1ccc(NC(=O)C(C)n2nc([N+](=O)[O-])c(Br)c2C)cc1C (centres undefined),0.2,7.5,4.9,0.6
CC(=O)Nc1nnc(Cc2c[nH]c3ccccc23)s1,-0.1,1.1,-4.1,0.7
CCOC(=O)c1c(N2C(N)=C(C#N)C(c3cc(OC)c(OC)c(OC)c3)C3=C2CCCC3=O)sc2c1CCCCC2 (centres undefined),0.0,-7.8,-3.0,1.3
COc1ccc(NC(=O)c2cc3c(C)nn(-c4ccccc4)c3s2)cc1,-0.1,3.7,1.3,0.4
COc1ccc(NC(=O)c2cc3ccccc3cc2OC)c(OC)c1,0.1,-24.2,-5.0,-0.2
COc1ccc(NC(=O)C(CC(=O)O)C(C)c2ccccc2)cc1 (centres undefined),0.1,3.1,23.0,0.0
CCC1CCCCN1C(=O)[C@H]1C[C@H](c2ccc(OC)cc2)NS(=O)(=O)N1C (some centres undefined),0.6,8.1,-8.9,-1.3
CCCc1ccc(OCC(=O)NNC(=O)c2cccc(C)c2)cc1,-0.1,5.8,6.5,1.0
CCOCCSc1nsc(NC(=O)Nc2ccc(F)cc2F)n1,0.0,-8.1,6.7,0.2
COc1cccc(C(=O)NC2CCCCC2)c1OC,0.0,-3.8,-5.5,3.6
CCCCc1nc(SCC(=O)Nc2ccccc2Cl)n[nH]1,-0.1,5.5,-0.9,-0.6

# Of the compounds above, these contain a COOH group:
Molecule,FBW7 activator,TEAD-YAP inh,MITF primary,GPR151 ag
CCOc1ccccc1-n1c(=S)sc2c(=O)n(-c3ccccc3C)c(SCC(=O)O)nc21,0.0,2.2,-21.6,-1.7
COc1ccc(NC(=O)C(CC(=O)O)C(C)c2ccccc2)cc1 (centres undefined),0.1,3.1,23.0,0.0
